Screens deposited in PubChem by several laboratories.
aSyn UTR inh: 5' untranslated region of α-synuclein, MLPCN primary screen; inhibition, % (tested at 7.5 µM); AID 1813; 300,000 compounds, 0.82% hits; alpha-synuclein 5'UTR reporter, inhibitor activity; in the data active means inhibition above about 60%; inconclusive means no clear call, values can overlap the other calls;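 further: H4 neuroglioblastoma cells stably carrying SNCA 5'UTR luciferase fusion; 0% = DMSO wells and 100% = positive control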
HSF1 inhib: HSF1 inhibition. NIH3T3-HGL HSE-luciferase, MG132-induced, luminescence 8 h; hits give low values. activity change, negative = inhibition, % at 7.5 µM (by protocol). 300,000 compounds, 0.77% hits. AID 2098;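 active means more than half of replicate wells show activity change below -50%, luminescence cut by over half; inconclusive means some wells, but at most half, below -50%; inactive means no replicate well below -50%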;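 further: luciferase reports HSF-1 transcriptional activity via heat shock element; 0% = median of DMSO wells and -100% = zero luminescence signal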
HIF activator: HIF pathway transcriptional activation; U2OS HRE-luciferase reporter, luminescence; normalized: DMSO 0%, desferrioxamine 100%; activation, % at 7.5 µM (by protocol); 300,000 compounds, 0.32% hits; AID 1910;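 active means mean activation of at least 10% of the iron chelator positive control signal, with at least half of replicates also reaching 10%; inconclusive means mean and replicate majority disagree about reaching 10%; inactive means mean and most replicates under 10%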
HSF-1 act: increases HSF-1 driven luciferase reporter signal. NIH3T3-HGL HSF-1 luciferase reporter, MG132, 8 h; 100% = twice DMSO control signal. 300,000 compounds, 1.7% hits. AID 504408. activation, % at 9 µM;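 active means mean replicate activation of at least 50% with a set share of replicates each reaching 50%; inconclusive means only one of those two conditions met; inactive means mean below 50% and too few replicates reaching it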;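 further: 0% = median of the neutral control wells and 100% = twice that signal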
AI-2 QS modul: modulates the Vibrio harveyi AI-2 quorum sensing system. Vibrio harveyi JMH597 AI-2 luminescence/OD600 ratio, 9 h; hits give low values; strain lacks LuxN and CqsS sensors; 0 = neutral-control median. activity change, % at 7.5 µM. 300,000 compounds, 0.4% hits; in the data active means activity change below about -75%, passing the limit was not always enough; inconclusive means no clear call, values can overlap the other calls;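 further: luminescence divided by OD600 gain over 9 h not by final OD600 alone; inactives centre near 13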
KLF5 inhibitor: inhibitors of KLF5 expression; DLD-1 KLF5 promoter-luciferase reporter, luminescence; inhibition, % at 5 µM; 290,000 compounds, 0.23% hits; AID 1700;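 active means inhibition above a per-plate limit of that plate's mean compound inhibition plus 3 SD, cut at about 60% in these data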;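 further: 0% = DMSO wells and 100% = LY294002 at 200 µM; higher means less KLF5 promoter-driven luciferase light; inactives centre near -14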
IEC-6 cytotox: counter-screen for KLF5 inhibitors: cytotoxicity in IEC-6 cells; IEC-6 cytotoxicity, luminescence viability; inhibition, % at 5 µM; 290,000 compounds, 0.78% hits; AID 1825; in the data active means inhibition above about 22%;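 further: 0% = plate median of test compound wells and 100% = cytotoxic reference compound wells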
SKKanGAS inh: inhibitors of SKKanGAS S. pyogenes growth in kanamycin (SK-promoter or general growth effect); BacTiter-Glo, 6 h; inhibition, % at 7.5 µM; 300,000 compounds, 1.3% hits;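 active means mean replicate score, as percent of positive control median, at least 50; inconclusive means mean below 50 but one replicate at or above 50; inactive means mean and every replicate below 50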;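 further: strain carries kanamycin resistance gene driven by streptokinase promoter and grows in 40 µg/ml kanamycin; loss of luminescence reflects streptokinase promoter inhibition or plain growth inhibition; 0% = median of DMSO wells and 100% = positive control at its reference dose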
HSP90 inh: blocks HSP90-mediated luciferase refolding in reticulocyte lysate; Rabbit reticulocyte lysate, luciferase refolding luminescence, 3 h; inhibition, % at 5.6 µM; 290,000 compounds, 0.91% hits; AID 1789;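 active means inhibition above the screen-wide mean plus 3 SD, computed separately per campaign, cut at about 16% in these data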;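 further: 0% = DMSO wells and 100% = 60 µM geldanamycin wells; inhibitors lower the luminescence because luciferase stays unfolded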
Platelet DG rel: modulates dense granule release in human platelets; human platelet-rich plasma, SFLLRN dense granule ATP release, luminescence; inhibition, %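 (compounds screened at 7.5 µM in platelet-rich plasma)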; 300,000 compounds, 0.22% hits;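 active means mean replicate score, as percent of positive control, at or above 50; inconclusive means mean below 50 but at least one replicate at or above 50; inactive means mean and every replicate below 50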
Active calls of the source: *.

What do the screens show for `CCN(Cc1cc2ccc(C)cc2[nH]c1=O)C(=O)c1cccnc1`?
aSyn UTR inh: -1; HSF1 inhib: -4; HIF activator: 0.1; HSF-1 act: 0; AI-2 QS modul: 10; KLF5 inhibitor: 7; IEC-6 cytotox: -5; SKKanGAS inh: 1; HSP90 inh: -1; Platelet DG rel: 2

How did O=[N+]([O-])c1cc(-c2ccc(/C=N/c3nc4ccccn4c3-c3ccco3)o2)ccc1Cl do in these assays?
aSyn UTR inh: -74; HSF1 inhib: 1; HIF activator: 0.4; HSF-1 act: -9; AI-2 QS modul: 3; KLF5 inhibitor: 0; IEC-6 cytotox: -9; SKKanGAS inh: 9; HSP90 inh: 0; Platelet DG rel: -3

Results for CCCCC1=CC2=CC(=O)C(C)(OC(=O)CC)C(=O)C2=CN1C1CCCCC1 (centres undefined) ?
aSyn UTR inh: 18; HSF1 inhib: 8; HIF activator: 1.0; HSF-1 act: -6; AI-2 QS modul: 5; SKKanGAS inh: 8; Platelet DG rel: 1

What do the screens show for `CCC1C(=O)NCCN1C(=O)c1ccccc1OC1CCN(S(C)(=O)=O)CC1` (centres undefined)?
aSyn UTR inh: -12; HSF1 inhib: -3; HIF activator: -0.3; HSF-1 act: 3; AI-2 QS modul: -3; KLF5 inhibitor: 4; IEC-6 cytotox: -3; SKKanGAS inh: -1; HSP90 inh: -2; Platelet DG rel: 22

How did Cn1c(SCC(=O)NCCc2ccccc2)nnc1-c1ccncc1 do in these assays?
aSyn UTR inh: 7; HSF1 inhib: 2; HIF activator: -0.5; HSF-1 act: 16; AI-2 QS modul: -1; KLF5 inhibitor: 17; IEC-6 cytotox: 0; SKKanGAS inh: -5; HSP90 inh: -1; Platelet DG rel: -3

Results for COCCSc1ccccc1C(=O)Nc1ccccc1C(C)C ?
aSyn UTR inh: -3; HSF1 inhib: 5; HIF activator: -0.1; HSF-1 act: 14; AI-2 QS modul: 16; KLF5 inhibitor: -1; IEC-6 cytotox: 7; SKKanGAS inh: -15; HSP90 inh: 2; Platelet DG rel: 5

Results for COc1cc(C(=O)Oc2ccccc2/C=N/NC(=O)c2ccc(Cl)cc2)cc(OC)c1OC ?
aSyn UTR inh: 57; HSF1 inhib: 19; HIF activator: 71*; HSF-1 act: 13; AI-2 QS modul: 14; KLF5 inhibitor: -19; IEC-6 cytotox: 10; SKKanGAS inh: 28; HSP90 inh: -1; Platelet DG rel: 1

How did O=C(Nc1ccc2nn(-c3ccc(F)cc3)nc2c1)c1cccnc1 do in these assays?
aSyn UTR inh: -94; HSF1 inhib: 3; HIF activator: 1.3; HSF-1 act: -2; AI-2 QS modul: 5; KLF5 inhibitor: -23; IEC-6 cytotox: 3; SKKanGAS inh: -2; HSP90 inh: 1; Platelet DG rel: 11

What do the screens show for `CCOC(=O)N1CCC(c2cc(=O)n3[nH]c(-c4ccccc4)cc3n2)CC1`?
aSyn UTR inh: 4; HSF1 inhib: 3; HIF activator: -0.1; HSF-1 act: 9; AI-2 QS modul: 18; KLF5 inhibitor: -12; IEC-6 cytotox: 7; SKKanGAS inh: 13; HSP90 inh: -2; Platelet DG rel: -16

What do the screens show for `CCC(=O)NC(Nc1cc(C)ccn1)(C(F)(F)F)C(F)(F)F`?
aSyn UTR inh: -10; HSF1 inhib: -3; HIF activator: 0.1; HSF-1 act: 13; AI-2 QS modul: 11; KLF5 inhibitor: -20; IEC-6 cytotox: -4; SKKanGAS inh: -1; HSP90 inh: 2; Platelet DG rel: 3

Results for CCC(=O)C1CCCN(C(=O)c2ccc3nc(-c4cccc(OC)c4)oc3c2)C1 (centres undefined) ?
aSyn UTR inh: -85; HSF1 inhib: inconclusive; HIF activator: 2.6; HSF-1 act: -50; AI-2 QS modul: 28; KLF5 inhibitor: -104; IEC-6 cytotox: 8; SKKanGAS inh: 0; HSP90 inh: 25*; Platelet DG rel: 7

Results for CC(C)/C=C/C(=O)N1CCC(N2CCC(C(=O)N3CCOCC3)CC2)CC1 ?
aSyn UTR inh: 3; HSF1 inhib: -8; HIF activator: -0.1; HSF-1 act: -27; AI-2 QS modul: -2; KLF5 inhibitor: 3; IEC-6 cytotox: 6; SKKanGAS inh: -3; HSP90 inh: -2; Platelet DG rel: -10

How did C=CCn1c(=O)c(C(=O)NCc2ccccc2)c(O)c2ccccc21 do in these assays?
aSyn UTR inh: -20; HSF1 inhib: -12; HIF activator: -7.0; HSF-1 act: -31; AI-2 QS modul: 2; KLF5 inhibitor: -25; IEC-6 cytotox: 4; SKKanGAS inh: 55*; HSP90 inh: -2; Platelet DG rel: -2

What do the screens show for `Cc1cccc(OCc2nnc(SCC(=O)Nc3ccc(C)c(C)c3)o2)c1`?
aSyn UTR inh: 8; HSF1 inhib: 0; HIF activator: 0.4; HSF-1 act: 2; AI-2 QS modul: 20; KLF5 inhibitor: 23; IEC-6 cytotox: -4; SKKanGAS inh: -7; HSP90 inh: -2; Platelet DG rel: 7

What do the screens show for `CCn1c(C)c(C)c2cc(C(=O)NCCCN3CCCC3)ccc21`?
aSyn UTR inh: -10; HSF1 inhib: 0; HIF activator: 0.2; HSF-1 act: -14; AI-2 QS modul: 1; KLF5 inhibitor: -28; IEC-6 cytotox: -3; SKKanGAS inh: -6; HSP90 inh: -5; Platelet DG rel: 4

What do the screens show for `Cc1cc(C)c2nc(N(CCN(C)C)C(=O)c3ccc(S(=O)(=O)N(C)CC4CCCO4)cc3)sc2c1` (centres undefined)?
aSyn UTR inh: -10; HSF1 inhib: 5; HIF activator: 0.3; HSF-1 act: 7; AI-2 QS modul: -4; KLF5 inhibitor: -16; IEC-6 cytotox: 5; SKKanGAS inh: 2; HSP90 inh: 3; Platelet DG rel: -4

How did Cn1c(CC2Sc3ccccc3NC2=O)nnc1SCC(=O)c1ccc(Cl)cc1 (centres undefined) do in these assays?
aSyn UTR inh: 26; HSF1 inhib: 13; HIF activator: -0.1; HSF-1 act: 33; AI-2 QS modul: 27; KLF5 inhibitor: -22; IEC-6 cytotox: 7; SKKanGAS inh: -6; HSP90 inh: 2; Platelet DG rel: 1

What do the screens show for `Cc1csc(NC(C)c2nc3cc(Cl)c(Cl)cc3n2CCCO)n1` (centres undefined)?
aSyn UTR inh: 4; HSF1 inhib: 7; HIF activator: 0.0; HSF-1 act: 6; AI-2 QS modul: 5; SKKanGAS inh: -3; Platelet DG rel: -4

How did O=C(c1ccc([N+](=O)[O-])cc1)N1CCOC12CCN(c1ncc(C(F)(F)F)cc1Cl)CC2 do in these assays?
aSyn UTR inh: 9; HSF1 inhib: 2; HIF activator: -0.1; HSF-1 act: 3; AI-2 QS modul: 13; KLF5 inhibitor: -23; IEC-6 cytotox: -6; SKKanGAS inh: -16; HSP90 inh: -2; Platelet DG rel: -6

What do the screens show for `CCn1nnc(NC(=O)c2cccnc2)n1`?
aSyn UTR inh: 4; HSF1 inhib: 1; HIF activator: -0.3; HSF-1 act: 9; AI-2 QS modul: 6; KLF5 inhibitor: -10; IEC-6 cytotox: 0; SKKanGAS inh: -1; HSP90 inh: 3; Platelet DG rel: inconclusive

What do the screens show for `O=C(CSc1ncnc2c1oc1ccccc12)OCc1ccccc1`?
aSyn UTR inh: -2; HSF1 inhib: 4; HIF activator: 0.0; HSF-1 act: 5; AI-2 QS modul: 21; KLF5 inhibitor: -3; IEC-6 cytotox: 8; SKKanGAS inh: -6; HSP90 inh: -3; Platelet DG rel: -3

How did CC1Nc2ccccc2C(=O)N1NC(=O)c1ccc(Br)cc1 (centres undefined) do in these assays?
aSyn UTR inh: -34; HSF1 inhib: 1; HIF activator: 0.5; HSF-1 act: 23; AI-2 QS modul: 13; KLF5 inhibitor: -24; IEC-6 cytotox: 2; SKKanGAS inh: -11; HSP90 inh: -5; Platelet DG rel: -17

Results for CCOC(=O)c1sc(NC(=O)c2cccnc2)nc1C ?
aSyn UTR inh: -100; HSF1 inhib: 1; HIF activator: -0.1; HSF-1 act: 6; AI-2 QS modul: -5; SKKanGAS inh: -3; Platelet DG rel: -12

How did Cc1ccc(-c2nc3cc(N)ccc3o2)cc1Br do in these assays?
aSyn UTR inh: -54; HSF1 inhib: 1; HIF activator: 1.8; HSF-1 act: 3; AI-2 QS modul: 32; KLF5 inhibitor: -158; IEC-6 cytotox: 0; SKKanGAS inh: -9; HSP90 inh: -2; Platelet DG rel: 5

Results for COC(=O)c1cc(Br)ccc1NC(=O)CCNC(=O)c1ccco1 ?
aSyn UTR inh: -12; HSF1 inhib: 2; HIF activator: -0.7; HSF-1 act: 3; AI-2 QS modul: 23; KLF5 inhibitor: 1; IEC-6 cytotox: -3; SKKanGAS inh: -4; HSP90 inh: -3; Platelet DG rel: -1

What do the screens show for `O=S(=O)(NCc1cc(-c2ccccc2Cl)no1)c1ccccc1`?
aSyn UTR inh: -35; HSF1 inhib: 5; HIF activator: 0.0; HSF-1 act: -2; AI-2 QS modul: 16; KLF5 inhibitor: -11; IEC-6 cytotox: -10; SKKanGAS inh: -1; HSP90 inh: -3; Platelet DG rel: 1

What do the screens show for `COC(=O)Cn1c(=NC(=O)C2CC2)sc2c(C)cc(C)cc21`?
aSyn UTR inh: -43; HSF1 inhib: 2; HIF activator: -0.2; HSF-1 act: -9; AI-2 QS modul: 24; KLF5 inhibitor: -11; IEC-6 cytotox: 9; SKKanGAS inh: -4; HSP90 inh: -2; Platelet DG rel: 2

Results for CCNC(=S)Nc1ccc2ncoc2c1 ?
aSyn UTR inh: -14; HSF1 inhib: -3; HIF activator: -1.1; HSF-1 act: 9; AI-2 QS modul: 24; KLF5 inhibitor: -12; IEC-6 cytotox: 4; SKKanGAS inh: 20; HSP90 inh: -2; Platelet DG rel: 2

How did Cc1cc(C)c(C(=O)CSc2nc(C)cc(=O)[nH]2)c(C)c1 do in these assays?
aSyn UTR inh: 7; HSF1 inhib: 0; HIF activator: -0.9; HSF-1 act: 7; KLF5 inhibitor: -1; IEC-6 cytotox: 1; SKKanGAS inh: -5; HSP90 inh: 3; Platelet DG rel: 1

Results for CCCCCn1c(=N)c(S(=O)(=O)c2ccc(Br)cc2)cc2c(=O)n3cccc(C)c3nc21 ?
aSyn UTR inh: 17; HSF1 inhib: 1; HIF activator: 0.2; HSF-1 act: 0; AI-2 QS modul: 24; KLF5 inhibitor: -11; IEC-6 cytotox: -2; SKKanGAS inh: -8; HSP90 inh: -4; Platelet DG rel: 15
